# Assay outcomes as filed in PubChem.
# PREPL inh: inhibitors of human prolyl oligopeptidase-like enzyme PREPL; recombinant PREPL, fluorescence polarization activity-based probe; Q4J6C6; 0.68% of 320,000 active; AID 2751; inhibition, % at 5.96 µM; in the data active = inhibition above about 43%;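 also: 0% = enzyme with DMSO and 100% = wells lacking enzyme; many of its hits are not listed in these tables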
# CTSL1 counter: cathepsin L1 inhibition, PFM18AAP counter-screen. recombinant F. hepatica cathepsin L1, Z-Leu-Arg-MCA fluorescence. inhibition, % at 5.96 µM. 0.49% of 300,000 active. AID 1906;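 active = inhibition above the mean of all tested compounds plus 3 SD, set per screening campaign, cut at about 17% in these data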;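 also: 0% = plate median of test compound wells and 100% = 1 µM Z-Phe-Ala-diazomethylketone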
# PP5 inh: PP5 (human) phosphatase inhibition; AID 1987; 0.18% of 320,000 active; purified PP5c, OMFP substrate fluorescence; inhibition, % at 6.7 µM; P53041;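 active = inhibition above the campaign's mean inhibition across all tested compounds plus 3 SD, cut at about 9.5% in these data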;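 also: 0% = DMSO only and 100% = 100 µM cantharidin control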
# Target sequence (P53041 whole entry, looked up): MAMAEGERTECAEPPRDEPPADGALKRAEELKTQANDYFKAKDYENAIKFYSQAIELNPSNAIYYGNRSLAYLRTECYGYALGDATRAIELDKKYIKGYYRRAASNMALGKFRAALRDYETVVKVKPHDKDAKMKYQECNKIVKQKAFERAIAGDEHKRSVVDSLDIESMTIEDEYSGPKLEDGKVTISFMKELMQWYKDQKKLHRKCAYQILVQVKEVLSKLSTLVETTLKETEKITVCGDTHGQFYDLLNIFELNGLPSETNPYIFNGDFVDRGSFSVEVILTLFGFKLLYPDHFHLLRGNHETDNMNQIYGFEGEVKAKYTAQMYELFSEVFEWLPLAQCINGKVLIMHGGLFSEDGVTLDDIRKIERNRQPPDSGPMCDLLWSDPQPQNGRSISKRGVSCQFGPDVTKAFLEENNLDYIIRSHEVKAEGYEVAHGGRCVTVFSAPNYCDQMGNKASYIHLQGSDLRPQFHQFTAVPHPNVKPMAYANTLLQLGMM
# PP1 inh: counter-screen for PP5 inhibitors: inhibitors of human PP1-alpha. P62136. purified PP1alpha, OMFP fluorescence. inhibition, % at 6.7 µM. 0.9% of 320,000 active;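 active = inhibition above the mean inhibition of all tested compounds plus 3 SD, computed separately for each screening campaign, cut at about 15% in these data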
# HCV core dimer: HCV core protein dimerization inhibition; TR-FRET GST/Flag-core106 dimerization, 1536-well; inhibition, % at 5 µM; 0.33% of 300,000 active; AID 1899;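 active = inhibition above the mean of all tested compounds plus 3 SD, set per screening campaign, cut at about 45% in these data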
#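 Assay system: GST-tagged and Flag-tagged HCV core protein residues 1-106 / Times: compound-protein-antibody incubation 4 h at 22.5 °C / Signal: time-resolved FRET, ex 340 nm, em 617 and 671 nm / Evaluation: % inhibition based on acceptor/donor emission ratio / Benchmarks: wells lacking GST-core106 and wells with excess unlabelled core106 / Repeats: singlicate, one well per compound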
# TPT1 inh: blocks Candida albicans tRNA 2'-phosphotransferase. inhibition, % at 5 µM. 0.81% of 300,000 active. recombinant caTPT1, FP RNA substrate dephosphorylation;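 active = inhibition above the mean of all tested compounds plus 3 SD, set per screening campaign, cut at about 24% in these data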;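 also: plate controls were DMSO alone for no effect and ferristatin control at 100 nM for full effect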
# Efflux pump inh: antifungal efflux pump inhibition, Nile Red retention; inhibition, % at 10 µM; 0.44% of 330,000 active; S. cerevisiae Candida pump triplex;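 active = plate passing quality check with inhibition over a set limit, or well fluorescence over plate mean plus 4 SD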;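 also: Nile Red retained in pooled yeast measured as flow cytometry median fluorescence; 0% = buffer negative control and 100% = Enniatin B positive control; higher means more Nile Red kept so more efflux inhibition; some compounds called inactive have numbers as strong as hits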
# LYPLA2 counter: blocks human lysophospholipase 2, a PME1 counter-screen; O95372; AID 2177; recombinant LYPLA2, FP-Rh probe fluorescence polarization; inhibition, % at 5.9 µM; 0.38% of 320,000 active;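 active = inhibition above the screen-wide mean plus 3 SD, limit set per campaign, cut at about 26% in these data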;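 also: 0% = LYPLA2 with DMSO and 100% = wells lacking LYPLA2 enzyme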
# JMJD2C inh: inhibitors of human GASC-1 (JMJD2C) demethylase | GST-JMJD2C(1-420) H3K9me3 demethylation, DELFIA europium | AID 2099 | inhibition, % at 2.35 µM | 0.069% of 330,000 active;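 active = more than half of a compound's replicate wells show inhibition beyond 50%, single wells judged on their own value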;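 also: signal counts dimethyl H3K9 product captured on neutravidin plate; 0% = median of DMSO wells and 100% = 0.3 times that DMSO median; strong numbers were not always called active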
# Target sequence (Q9H3R0 1-420 limits assumed): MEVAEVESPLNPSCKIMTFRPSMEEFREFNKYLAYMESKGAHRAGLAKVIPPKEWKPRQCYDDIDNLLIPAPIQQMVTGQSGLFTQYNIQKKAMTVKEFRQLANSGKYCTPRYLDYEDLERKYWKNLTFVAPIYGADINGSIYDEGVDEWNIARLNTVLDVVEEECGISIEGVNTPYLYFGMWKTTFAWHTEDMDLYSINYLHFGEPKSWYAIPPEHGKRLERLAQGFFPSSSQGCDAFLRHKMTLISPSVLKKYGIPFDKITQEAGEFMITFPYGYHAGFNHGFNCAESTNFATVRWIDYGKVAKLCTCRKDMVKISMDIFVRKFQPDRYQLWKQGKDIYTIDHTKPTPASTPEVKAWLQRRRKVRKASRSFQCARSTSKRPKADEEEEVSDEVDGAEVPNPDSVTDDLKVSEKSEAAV
# Numbers without * were called inactive; . = not tested or not shown; & = joins results of further samples. Not all compounds are listed, so the mix of outcomes need not match the whole.
canonical_smiles	PREPL inh	CTSL1 counter	PP5 inh	PP1 inh	HCV core dimer	TPT1 inh	Efflux pump inh	LYPLA2 counter	JMJD2C inh
COc1ccc2c(c1)/C(=N/OC(=O)c1cccs1)CCC2	25	-12	6.2	-2	13	4	0.3	8	7
COC(=O)c1ccc(-n2cnc3ccccc32)nc1	1	-2	-0.1	1	-5	0	0.0	-2	-6
CNC(=O)Nc1ccc2nc(C)oc2c1	9	0	0.6	1	-7	-4	0.0	0	20
CCN(C(=O)c1ccccc1F)c1nc(-c2ccc(OC)cc2)cs1	4	1	0.3	0	-1	-3	0.2	1	11
CN(C)C(CNC(=O)c1ccccc1C(F)(F)F)c1ccco1 (stereo not given)	4	14	1.8	-2	0	-5	0.6	1	2
CCc1ccc(OCC(=O)Oc2ccc([N+](=O)[O-])cc2)cc1	18	-1	5.7	-12	-14	0	0.1	-1	0
CN(Cc1ccccc1)C(=O)CC(=O)N(C)Cc1ccccc1	6	-2	2.8	4	-12	-1	-0.3	2	-10
Fc1ccccc1N1CCN(Cc2nc(-c3ccc(Cl)cc3Cl)no2)CC1	2	2	2.1	0	3	-2	-0.2	0	.
COc1ccccc1CCC(=O)OCC(=O)Nc1cc(S(=O)(=O)N2CCOCC2)ccc1C	0	-6	0.9	-8	3	-4	0.0	5	-7
COC(=O)c1[nH]c2ccccc2c1CN1CCOCC1	13	3	0.4	-2	-7	-4	-0.2	-1	-4
CN1CCC(NC(=O)Nc2ccc(Br)cc2)CC1	-6	1	13*	-4	-1	2	-0.1	-4	13
CCCCCc1cc(=O)[nH]c(=S)[nH]1	2	-1	-0.3	-4	1	-2	0.0	9	9
Oc1ccc(-c2cnc(-c3ccc(O)cc3)nc2)cc1	5	4	3.8	-3	12	2	0.0	9	-3
CCC1CCCCN1C(=O)c1c[nH]c2ccc(S(=O)(=O)N(C)c3ccc(Cl)cc3)cc2c1=O (stereo not given)	13	2	6.2	0	3	1	0.1	-4	-14
COC(=O)CCS(=O)(=O)c1cc(Cl)ccc1Cl	-2	-8	-0.2	-2	-1	0	-0.1	-3	-2
O=C(O)CCn1c(-c2ccccc2)cc2c1CCCC2=O	-5	4	-1.7	-3	11	10	-0.1	0	-4
CCc1ccc(N(C(=O)c2csnn2)C(C(=O)NC(C)(C)C)c2ccccn2)cc1 (stereo not given)	6	2	1.3	-3	4	-1	0.1	-6	1
COc1cccc(-c2cc(C(=O)Nc3cc(C)on3)no2)c1	8	6	0.2	5	-8	0	0.1	1	3
CCSc1nc2ccccc2c(=O)n1C1CCOC(C)(C)C1 (stereo not given)	-1	3	-1.2	-2	0	-14	0.5	-4	-13
O=C(NC1CCCCC1)C(c1ccccc1F)N(Cc1ccco1)C(=O)c1ccccn1 (stereo not given)	-8	-1	2.3	6	7	0	0.0	-4	0
CCN(CC(=O)Nc1ccc(NC(C)=O)cc1)C(=O)CN1C(=O)C2CCCCC2C1=O (stereo not given)	4	.	2.3	-7	.	.	0.1	-2	-10
O=c1[nH]c2c(c(=O)n1Cc1ccccc1)CCC2	-2	2	-0.4	-1	-4	1	-0.1	2	0
COC(=O)CCC(=O)NNC(=O)c1ccc([N+](=O)[O-])cc1	2	-3	-0.9	-5	1	3	0.0	-4	-6
O=C(CSc1nc2ccccc2[nH]1)NCc1ccc(F)cc1	0	-1	-0.5	0	0	3	0.0	-6	5
CC(=O)Nc1ccc(-c2csc(NC(=O)CN3C(=O)NC4(CCCC4)C3=O)n2)cc1	4	-2	-0.6	-4	2	3	0.0	-3	22
Cc1ccc(S(=O)(=O)N(C)CC(=O)N(CC(C)C)C2CCS(=O)(=O)C2)cc1 (stereo not given)	9	-6	2.4	-4	2	3	0.2	-4	-13
COc1ccc(N(CC(=O)N2CCc3ccccc3C2)S(C)(=O)=O)cc1Cl	-16	-1	4.5	-2	-2	-1	0.0	3	-3
CC1CCCN(C(=O)COC(=O)Cc2ccc(Cl)cc2)C1 (stereo not given)	5	-4	2.2	0	0	-3	-0.2	6	-2
O=S(=O)(c1ccc2nc(-c3ccco3)c(-c3ccco3)nc2c1)N1CCOCC1	17	6	3.1	11	59*	4	0.2	2	25
CCOc1ccc(NC(=O)COC(=O)c2ncc(Cl)c(Cl)c2Cl)cc1	4	2	0.1	0	-2	0	0.4	-2	-5

# The final 3 records of the section above are carried over, then new ones follow.
canonical_smiles	PREPL inh	CTSL1 counter	PP5 inh	PP1 inh	HCV core dimer	TPT1 inh	Efflux pump inh	LYPLA2 counter	JMJD2C inh
CC1CCCN(C(=O)COC(=O)Cc2ccc(Cl)cc2)C1 (stereo not given)	5	-4	2.2	0	0	-3	-0.2	6	-2
O=S(=O)(c1ccc2nc(-c3ccco3)c(-c3ccco3)nc2c1)N1CCOCC1	17	6	3.1	11	59*	4	0.2	2	25
CCOc1ccc(NC(=O)COC(=O)c2ncc(Cl)c(Cl)c2Cl)cc1	4	2	0.1	0	-2	0	0.4	-2	-5
C[C@]12CCC(O)CC1=CCC1C2CC[C@]2(C)/C(=N\NC(N)=S)CCC12 (stereo not given in full)	-5	0	2.2	-1	0	0	0.1	-6	4
CCN(CC(=O)NCc1cccs1)C(=O)CN(C)S(=O)(=O)c1ccc(C)cc1	11	-1	-1.4	-2	0	-1	-0.1	5	-5
CS(=O)(=O)N1CCN(c2ccccc2NC(=O)C(c2ccccc2)c2ccccc2)CC1	5	1	3.1	6	6	2	0.1	-8	-10
CC(=O)Nc1cccc(C(=O)NC2CCCc3c2cnn3-c2ccccc2F)c1 (stereo not given)	-1	0	-2.0	-1	-2	2	-0.1	-1	-3
O=C(CCCn1c(=O)[nH]c2cc(Cl)ccc2c1=O)NC1CCCCCCC1	10	3	4.3	-2	0	4	0.4	0	2
COc1cc(C2NCCC(=O)C2(C)C)cc(OC)c1OC (stereo not given)	-1	0	2.1	-1	6	2	0.1	1	16
CCOc1ccc2nc(N3CCC(C(=O)N4CCN(c5ncccn5)CC4)CC3)sc2c1	17	2	3.1	-3	-17	-1	0.2	4	8
CCc1ccc(NC(=O)N(CCN(C)C)C(C)c2cccnc2)cc1 (stereo not given)	5	2	0.4	-2	10	0	0.1	3	4
C/C=C/c1ccc(OCC(=O)O)c(OC)c1	-5	0	-1.1	-1	0	-1	0.1	-1	-7
COc1ccc(-c2nc3c(c(SCC(=O)N4CCCC4)n2)COC(C)(C)C3)cc1	10	1	0.4	1	6	0	0.8	-5	-6
COC(=O)c1sc2nc(CSc3nc4ccc(C)cc4[nH]3)[nH]c(=O)c2c1C	6	3	0.3	-3	21	38*	0.1	-3	2
O=[N+]([O-])c1cccc(S(=O)(=O)NCCOc2cccc3cccnc23)c1	10	2	1.8	-2	-1	-1	-0.4	1	-38
O=c1c(Cl)c(NCc2ccccc2)cnn1C12CC3CC(CC(C3)C1)C2	12	2	0.8	6	7	-4	0.0	10	6
COc1ccc(S(=O)(=O)N2CCC(C(=O)NCCCn3ccnc3)CC2)cc1C	-10	-3	-0.9	1	2	-2	0.0	-3	7
O=c1cc(CCl)nc2sc3ccccc3n12	9	1	-1.8	-5	27	2	0.0	-1	-7
COc1cc(C(=O)O)c2c(c1C)OC(=O)c1c(C)cc(O)c(C=O)c1O2	5	-2	5.1	-3	1	-1	0.3	4	0
CCCn1nc([N+](=O)[O-])c(C(C#N)c2nc3ccccc3s2)c(Cl)c1=O (stereo not given)	20	3	7.7	13	3	0	-0.1	17	7
O=C(CSc1nnc(-c2ccco2)n1-c1ccccc1)NCc1ccc2c(c1)OCO2	6	2	2.4	-3	4	3	-0.1	-2	3
FC(F)(F)c1ccnc(NCc2ccco2)n1	2	-3	1.4	4	4	1	-0.1	1	-8
COc1cc2c(=O)n(CC3CCCO3)c(=O)n(CC(=O)Nc3ccc(F)cc3F)c2cc1OC (stereo not given)	-7	0	2.9	-1	-5	0	0.3	-4	-4
CCCNC(=O)/C=C/c1ccc(C(C)C)cc1	-5	0	3.6	0	2	-2	0.1	3	13
CCCc1ccc(OCC(O)CN2CCN(CCO)CC2)cc1 (stereo not given)	-1	2	-0.4	-1	0	1	0.1	0	1
CCOc1ccccc1C(=O)Oc1ccc2ccc(=O)oc2c1	13	-6	2.7	1	-2	-1	-0.1	-1	-25
CC(C)CCNC(=O)c1cccc(Cl)c1	0	3	0.5	0	-1	2	-0.1	-2	12
CC(Nc1cc(N2CCNCC2)ccc1[N+](=O)[O-])c1ccccc1 (stereo not given)	23	7	0.5	-3	1	-3	-0.1	5	4
Cc1sc2ncnc(N(C)CCc3ccccn3)c2c1C	-1	-4	-0.4	5	-4	-1	0.3	-6	4
CCSc1nnc(NC(=O)CSc2nc3c(cc2C#N)CCCC3)s1	9	3	-3.5	11	0	2	-0.1	8	0
Cc1ccc(NC(=O)CCC(=O)NNC(=O)c2cccc([N+](=O)[O-])c2)cc1C	16	-6	0.8	-5	-2	-2	0.0	1	1
COc1cccc(CNC(=O)C2CCN(S(=O)(=O)N3CCCC3)CC2)c1	-1	-2	1.2	1	-5	2	-0.2	2	-6
Nc1nonc1-n1nnc(C(=O)N/N=C/c2ccoc2)c1-c1ccccc1	-4	2	0.1	2	-4	0	-0.1	-4	-24
COc1cc(/C=N/N=C2/NC(=O)C(c3ccccc3)S2)ccc1O (stereo not given)	0	8	0.9	0	10	-1	0.0	1	4
O=C(NCCOc1ccccc1)c1ccccc1	0	5	2.9	-2	-2	1	0.0	2	1
Cc1ccc2scc(CN3CCCC3)c2c1	-7	-3	0.9	-1	-4	-2	-0.3	1	-10
COc1cccc(NC(=S)N(CCC(C)C)C2CCN(C(C)=O)CC2)c1	1	6	0.3	-4	-4	-2	-0.1	6	-3
O=C(c1ccco1)N1CCN(CC(=O)N2c3ccccc3CCc3ccccc32)CC1	3	-3	2.8	4	4	2	0.1	7	2&6
Cc1ccc(CNS(=O)(=O)c2cc3c4c(c2)C(C)C(=O)N4CCC3)cc1 (stereo not given)	2	-5	-1.4	-1	1	1	-0.2	12	-10
Nc1ncnc(Nc2cc(C(F)(F)F)cc(C(F)(F)F)c2)n1	10	5	0.6	-2	-1	1	0.0	3	7
CSc1ncccc1C(=O)Nc1ccncc1	2	1	-3.2	3	-7	-6	-1.2	-2	-27
S=c1[nH]c2ncccc2o1	8	3	1.3	-2	-3	0	-0.2	2	3
Cc1nc2ccccc2c(-c2ccccc2)c1C(=O)c1ccccc1	-9	0	6.2	6	1	-1	0.4	-1	11
CC(=O)c1cnc2c(-c3ccccc3)cnn2c1C	-4	1	0.8	-2	-1	-3	-0.2	2	2
CCCCc1nc2cc(C(=O)N3CCCCC3CCNC(C)=O)ccc2o1 (stereo not given)	-2	-2	0.3	-3	-5	-3	0.1	2	-4
CSc1ccccc1NC(=O)c1ccccc1N(Cc1ccccc1)S(C)(=O)=O	4	-3	1.7	3	5	2	0.0	1	-3
COc1ccc(/C=N/NC(=S)Nc2c(C)n(C)n(-c3ccccc3)c2=O)cc1OC	16	0	3.0	-2	-9	-1	0.0	5	2
